FLuc inh counter: Photinus pyralis luciferase inhibition counter-screen | hit rate 1.5% among 200,000 | AID 1006 | ATPLite firefly luciferase biochemical luminescence, 10 min | inhibition, % at 10 µM;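 active = inhibition above about 50% when tested at 10 µM, limit read from the data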
Target sequence (P08659 whole entry, looked up): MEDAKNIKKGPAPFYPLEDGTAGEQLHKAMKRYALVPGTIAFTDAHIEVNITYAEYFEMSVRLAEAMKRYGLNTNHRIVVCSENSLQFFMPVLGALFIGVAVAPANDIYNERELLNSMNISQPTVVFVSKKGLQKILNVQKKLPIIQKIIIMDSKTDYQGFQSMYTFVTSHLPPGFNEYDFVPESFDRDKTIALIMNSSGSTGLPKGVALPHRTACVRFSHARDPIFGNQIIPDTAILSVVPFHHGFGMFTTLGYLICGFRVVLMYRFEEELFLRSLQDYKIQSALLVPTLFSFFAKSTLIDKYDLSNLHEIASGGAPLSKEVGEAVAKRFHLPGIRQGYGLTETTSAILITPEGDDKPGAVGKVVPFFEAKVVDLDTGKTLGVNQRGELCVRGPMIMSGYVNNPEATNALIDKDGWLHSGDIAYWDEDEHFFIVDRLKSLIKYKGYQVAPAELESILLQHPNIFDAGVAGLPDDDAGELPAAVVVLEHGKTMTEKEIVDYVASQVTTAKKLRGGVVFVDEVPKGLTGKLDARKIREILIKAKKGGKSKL
TNAP act hiacc: TNAP (human) activation, high acceptor; P05186; purified TNAP, CDP-star luminescence, 1 M DEA, 30 min; active compounds read high; 0 = EDTA background, 1 = DMSO-only activity; activation factor at 20 µM; 200,000 tested, under 10 active; AID 1136;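 active = activation factor at least 2 at 20 µM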
Target sequence (P05186 whole entry, looked up): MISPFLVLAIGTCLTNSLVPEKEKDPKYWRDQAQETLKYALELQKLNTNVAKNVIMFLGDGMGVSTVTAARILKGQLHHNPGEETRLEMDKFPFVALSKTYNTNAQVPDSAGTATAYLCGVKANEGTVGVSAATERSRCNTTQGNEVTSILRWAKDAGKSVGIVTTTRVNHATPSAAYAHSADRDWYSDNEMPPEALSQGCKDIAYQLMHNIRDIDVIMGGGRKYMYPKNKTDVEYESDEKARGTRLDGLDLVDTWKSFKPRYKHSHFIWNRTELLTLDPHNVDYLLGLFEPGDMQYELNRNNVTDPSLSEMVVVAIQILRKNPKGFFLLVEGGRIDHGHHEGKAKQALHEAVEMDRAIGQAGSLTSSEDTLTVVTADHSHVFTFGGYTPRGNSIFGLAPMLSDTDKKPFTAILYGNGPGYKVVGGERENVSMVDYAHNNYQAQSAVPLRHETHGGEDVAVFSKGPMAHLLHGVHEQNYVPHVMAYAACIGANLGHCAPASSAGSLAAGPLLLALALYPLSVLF
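Measured by: Luminescent substrate turnover signal | Test system: Human TNAP | Input: TNAP 1/800 final | Dosing: 20 µM single point | Schedule: 30 min, room temperature | Controls: EDTA wells as negative control, DMSO wells as positive control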
FLuc act counter: firefly luciferase counter-screen for stimulation assays; activation factor at 10 µM; P08659; ATPlite luciferase biochemical, luminescence, 10 min; 0 = ATP-free wells, 1 = DMSO control; 200,000 tested, under 10 active;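 active = luciferase activation factor, scaled between plate controls, of at least 2 with compound at 10 µM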
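Material: luciferase plus luciferin reagent, cell-free. Medium: PBS buffer for ATP. Also added: ATP substrate, dispensed from a 10.24 µM working solution in PBS. Doses: test compounds dosed from 2 mM stocks in 100% DMSO. Incubation: 10 min post-reagent at room temperature. Technique: light output (luminescence). Read-out basis: luminescence gain marking luciferase activators.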
TNAP inh hiacc: TNAP (human) inhibition, high acceptor. P05186. inhibition, % at 20 µM. hit rate 0.03% among 200,000. purified TNAP, CDP-star luminescence, 1 M DEA;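 active = over 50% inhibition of tissue-nonspecific alkaline phosphatase at 20 µM in the single-dose screen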;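 note: plate controls were DMSO wells for no effect and EDTA-quenched wells as full inhibition for full effect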
bIAP activator: intestinal alkaline phosphatase (bovine) activation; purified bovine IAP, CDP-star luminescence, 30 min; active compounds read high; fold of DMSO-control signal, blank-subtracted; activation factor at 20 µM; hit rate 0.17% among 200,000;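 active = activation factor of 2 or more at 20 µM, a signal rise over negative controls twice the positive control's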
PMI act: increases human mannose-6-phosphate isomerase activity | P34949 | purified human PMI, coupled resazurin fluorescence, 20 min; active compounds read high; 1 = vehicle control, 0 substrate-free wells | activation factor at 20 µM | hit rate 0.005% among 190,000 | AID 1214;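 active = activation factor of 2 or more at 20 µM, relative to plate controls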
APP 5'UTR act: activates APP 5'UTR luciferase reporter; SH-SY5Y APP 5'UTR luciferase reporter, luminescence; zero percent = DMSO vehicle wells; hit rate 1% among 190,000; activation, % at 2 µM;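 active = activation above a set limit, based on mean plus 3 SD of controls, cut at about 140% in these data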; note: values of inactives mirror those of a sister screen read the other way
PMI act hi M6P: PMI (human) activation, high substrate; P34949; coupled PMI enzyme assay, resazurin fluorescence, 20 min; active compounds read high; 1 = untreated enzyme, 0 = substrate-free blank; activation factor at 20 µM; hit rate 0.34% among 190,000;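 active = activation factor of 2 or more at 20 µM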
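assay system = human phosphomannose isomerase with PGI, G6PDH, diaphorase coupling enzymes | quantity = 15 ng/mL PMI | incubation = enzyme reaction with compound 20 min at room temperature | medium = HEPES pH 7.4 buffer with MgCl2 and Tween-20 | compound dosing = one concentration, 20 µM, in 1% DMSO | measured by = Diaphorase-driven resazurin-to-resorufin fluorescence, excitation 544, emission 590 nm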
NF-kB neuron act: raises NF-kB expression in human neuronal cells; NF-kB reporter expression; active compounds read high; fold change at 12.5 µM; hit rate 1.6% among 190,000; AID 1239; in the data active = fold change above about 3.3
TNAP inh no acc: inhibitors of human TNAP without phosphate acceptor; hit rate 0.26% among 200,000; AID 1012; purified TNAP, CDP-star luminescence, 30 min; inhibition, % at 20 µM;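 active = tissue-nonspecific alkaline phosphatase inhibition above about 50% at 20 µM in the single-dose screen, limit read from the data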;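 note: 0% = DMSO negative control and 100% = EDTA positive control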
Active calls of the source: *; . = no result given. No enrichment for hits; overall some 3.6% were active at least once.

SMILES | FLuc inh counter | TNAP act hiacc | FLuc act counter | TNAP inh hiacc | bIAP activator | PMI act | APP 5'UTR act | PMI act hi M6P | NF-kB neuron act | TNAP inh no acc
CC(C)C1C(C#N)=C(N)Oc2n[nH]c(-c3cccs3)c21 (configuration not stated) | -8 | 1.1 | 1.1 | -7 | 0.8 | 0.9 | 7 | 0.8 | 1.1 | 5
COc1ccc(CCN(Cc2nc3ccccc3c(=O)[nH]2)C(=O)c2ccco2)cc1OC | 2 | 1 | 1 | -2 | 0.9 | 1 | 5 | 1.1 | 0.82 | -8
COc1ccc(-c2nnc(SCC(=O)NCC3CCCO3)n2C)cc1 (configuration not stated) | -8 | 1.1 | 1.1 | -5 | 1 | 0.9 | 4 | 1 | 0.99 | -12
O=C(CC1(O)C(=O)Nc2ccccc21)c1ccc(-n2cccc2)cc1 (configuration not stated) | -2 | 1 | 1 | 2 | 0.8 | 0.9 | 7 | 0.9 | 1.1 | -2
CCc1ccc(C(=O)N2CCC(c3nc4ccccc4s3)CC2)cc1 | -8 | 1 | 1.1 | -3 | 1 | 1 | 6 | 1 | 1.2 | -7
Cn1c(=O)c2c(SCC(=O)N3CCN(c4ccccc4)CC3)nc(C3CC3)nc2n(C)c1=O | -3 | 1 | 1 | -1 | 1 | 0.9 | -3 | 0.9 | 1.1 | -3
COC(=O)CC1=NN(c2ccccc2)C(=O)/C1=C\c1ccc(OC)cc1 | 0 | 1 | 1 | 4 | 0.9 | 0.7 | -14 | 1 | 1.3 | -12
CC(NC(=O)C1CCCN(S(=O)(=O)c2cccc3nonc23)C1)c1ccccc1 (configuration not stated) | -4 | 1 | 1 | -2 | 0.9 | 1 | 8 | 1 | 0.94 | -9
c1nc(N2CCCCC2)c2[nH]cnc2n1 | -11 | 1 | 1.1 | -2 | 1.1 | 1 | 24 | 1 | 1 | -7
O=C(NC(=S)Nc1ccccn1)c1cc(-c2ccccc2)nc2ccccc12 | 0 | 1 | 1 | -3 | 0.8 | 0.8 | 8 | 0.8 | 0.71 | -4
c1ccc2[nH]c(CSc3nnc(-c4ccncc4)o3)nc2c1 | 1 | 1 | 1 | -2 | 1.4 | 1 | 57 | 1 | 0.56 | -17
Cc1cc(OCc2nnc(SCC(=O)OC3CCCCC3)o2)ccc1Cl | -7 | 1.1 | 1.1 | -6 | 0.7 | 0.9 | -6 | 0.9 | 1.1 | -8
COc1ccc(/C=C(/C(=O)Nc2ccccc2C(=O)N2CCCC2)c2ccccc2)cc1 | -1 | 1 | 1 | -1 | 1 | 0.9 | 14 | 0.9 | 0.66 | -5
O=c1c(=O)n(O)c2ccccc2n1O | 0 | 0.9 | 1 | 6 | 1 | 1 | 8 | 0.8 | 1.2 | -3
Cc1nn(C)c(C(=O)Nc2cccc(CN3CCOCC3)c2)c1Br | -2 | 1 | 1 | -4 | 0.9 | 1 | -7 | 1 | 1 | -8

At a glance, part of the list above.
SMILES | FLuc inh counter | TNAP act hiacc | FLuc act counter | TNAP inh hiacc | bIAP activator | PMI act | APP 5'UTR act | PMI act hi M6P | NF-kB neuron act | TNAP inh no acc
COc1ccc(/C=C(/C(=O)Nc2ccccc2C(=O)N2CCCC2)c2ccccc2)cc1 | -1 | 1 | 1 | -1 | 1 | 0.9 | 14 | 0.9 | 0.66 | -5
O=c1c(=O)n(O)c2ccccc2n1O | 0 | 0.9 | 1 | 6 | 1 | 1 | 8 | 0.8 | 1.2 | -3
Cc1nn(C)c(C(=O)Nc2cccc(CN3CCOCC3)c2)c1Br | -2 | 1 | 1 | -4 | 0.9 | 1 | -7 | 1 | 1 | -8

Next part:
SMILES | FLuc inh counter | TNAP act hiacc | FLuc act counter | TNAP inh hiacc | bIAP activator | PMI act | APP 5'UTR act | PMI act hi M6P | NF-kB neuron act | TNAP inh no acc
CCC(=O)N(Cc1cc2cc(OC)ccc2[nH]c1=O)c1cc(C)ccc1C | 0 | 1 | 1 | 0 | 1 | 1 | -7 | 1 | 1.1 | -13
O=C(CSc1ccc(-c2ccco2)nn1)Nc1ccccc1 | 14 | 1 | 0.9 | -2 | 0.8 | 1 | -4 | 1 | 1.3 | -3
COc1ccc(C(=O)Nn2c(SCC(=O)NCC3CCCO3)nc3ccccc3c2=O)cc1 (configuration not stated) | 82* | 1 | 0.2 | 2 | 1 | 0.9 | 57 | 0.8 | 0.81 | -2
NC(=O)COC(=O)c1c2c(nc3ccccc13)CCCC2 | 0 | 1 | 1 | -2 | 1 | 1.1 | 16 | 1 | 0.97 | -4
CC(C)[C@H](NC(=O)c1ccccc1Cl)C(=O)OCc1cc([N+](=O)[O-])cc2c1OCOC2 | -2 | 1 | 1 | 3 | 1 | 1 | -1 | 1.1 | 1.1 | -2
O=c1c(/C=N/O)coc2ccc3ccccc3c12 | -1 | 1 | 1 | -5 | 0.9 | 1.1 | -1 | 1.1 | 1.3 | -9
O=C(O)c1oc2ccc(Br)cc2c1-n1cccc1 | -6 | 1 | 1.1 | -2 | 1 | 0.9 | 8 | 0.9 | . | -10
Cc1cc(NS(=O)(=O)c2ccc(Nc3nc(-c4ccc(O)cc4)cs3)cc2)no1 | -3 | 1 | 1 | 3 | 0.8 | 0.8 | -7 | 0.5 | 0.96 | 0
Oc1ccc(-c2nncn2-c2ccccc2)cc1 | -7 | 1.1 | 1.1 | -5 | 1.2 | 1 | -15 | 1 | 0.99 | -7
Cc1ccc(NC(=O)N2CCCC2C(=O)NCc2cccs2)cc1 (configuration not stated) | -3 | 1 | 1 | -4 | 0.9 | 1 | 2 | 1 | 1.4 | -10
O=C(C1CCN(c2nnc(-n3cccc3)s2)CC1)N1CCN(c2cccc(C(F)(F)F)c2)CC1 | -3 | 1 | 1 | -3 | 0.9 | 0.9 | -5 | 0.9 | 1 | -4
CSc1nc2ncc3c(n2n1)CC(C)(C)CC3=O | -10 | 1.1 | 1.1 | -5 | 1.1 | 1 | 4 | 0.9 | 0.92 | -5
COc1ccc(NC(=S)Nc2ccc(OC)cc2OC)c(OC)c1 | 1 | 1 | 1 | -1 | 0.8 | 0.8 | 14 | 0.7 | 1.1 | -10
O=C(Nc1cccc(-c2nc3ccccc3[nH]2)c1)c1cccc(NC(=O)c2ccco2)c1 | -1 | 1.1 | 1 | -6 | 1 | 0.8 | 3 | 0.8 | 0.45 | -8
CCOCCCNC(=O)C(NC(=O)c1cnccn1)c1ccc(OC)cc1 (configuration not stated) | -5 | 1 | 1 | -4 | 1 | 1 | 6 | 1 | 1.1 | -8
Cc1ccc(NC(=S)N(CCCN2CCCC2)Cc2cccn2Cc2ccc(Cl)cc2)cc1C | -4 | 1.1 | 1 | -7 | 0.7 | 0.9 | 9 | 0.9 | 0.63 | -10
CCOc1ccccc1NC(=O)C1CCN(C(=O)NCc2ccccc2)CC1 | 0 | 0.9 | 1 | 5 | 1 | 0.9 | 9 | 1 | 1.1 | -2
CC1(C)Cc2cccc(OCC(=O)O)c2O1 | -7 | 1 | 1.1 | -4 | 0.9 | 1 | 4 | 1.1 | 0.94 | -15
COc1ccc(N2C(=O)CC(Cc3ccccc3)C2=O)cc1 (configuration not stated) | -6 | 1 | 1.1 | -4 | 0.9 | 0.9 | -1 | 0.9 | 1.3 | -11
O=c1oc2ccccc2c(Nc2ccc3ccccc3c2)c1[N+](=O)[O-] | -3 | 1 | 1 | 0 | 1 | 0.9 | 2 | 0.7 | 1 | 7
C=CCN(C(=O)c1cccc(N2C(=O)C3CC=CC(C)C3C2=O)c1)c1ccccc1 (configuration not stated) | -6 | 1 | 1.1 | -1 | 1 | 1.2 | -8 | 1.1 | 1.2 | -10
O=S(=O)(Nc1ccccn1)c1cccc(S(=O)(=O)c2ccc(Br)cc2)c1 | -7 | 1.1 | 1.1 | -7 | 1 | 1.1 | 5 | 1.1 | 1.1 | -6
O=C(NN=C1CCCCC1)c1ccccc1OCc1ccc(F)cc1 | -1 | 1 | 1 | -2 | 0.9 | 0.9 | -5 | 0.8 | 1.1 | -14
COc1ccc(C(=O)NCC(=O)OCC(=O)c2ccc(Cl)cc2)cc1OC | -1 | 1 | 1 | -2 | 1.1 | 0.9 | 1 | 0.9 | . | -3
CC1(C)NC(=O)N(CCCCOc2ccc(Br)cc2Cl)C1=O | -6 | 1 | 1.1 | -1 | 0.9 | 0.8 | 27 | 0.9 | 1 | -8
O=C(OCC(=O)c1ccc[nH]1)c1ccc(S(=O)(=O)N2CCCCC2)cc1 | 1 | 1 | 1 | 4 | 0.9 | 0.9 | 2 | 0.9 | 0.93 | -2
O=C(c1ccc(C(F)(F)F)cc1)C1CCCN(C(=O)c2csnn2)C1 (configuration not stated) | -6 | 1 | 1.1 | -2 | 0.9 | 0.9 | -9 | 1 | 1.1 | -9
C=CCNC(=O)c1sccc1Oc1ccc(F)cc1[N+](=O)[O-] | -3 | 1 | 1 | -2 | 1 | 1.1 | -5 | 1.1 | 1 | -9
O=C(/C=C/c1ccc([N+](=O)[O-])cc1)OCC(=O)N1c2ccccc2Sc2ccccc21 | -4 | 1 | 1 | -1 | 1 | 0.8 | -1 | 0.8 | 1.2 | -17
Cc1nc(-c2ccccn2)sc1C(=O)O | 1 | 1 | 1 | -2 | 1 | 1.2 | -13 | 1.1 | 1.3 | -12
Cn1c([N+](=O)[O-])cnc1COC(N)=O | 2 | 0.9 | 1 | 5 | 1.1 | 1.1 | 8 | 1.1 | 1.2 | 0
CC1(C)CCCN(C(=O)N2c3ccccc3Sc3ccccc32)C1 | -6 | 1 | 1.1 | -1 | 1 | 0.9 | -1 | 1 | 0.88 | -4
Cc1cc(C)n(CCNC(=O)CC2C(=O)NCCN2Cc2ccccc2C(F)(F)F)n1 (configuration not stated) | -3 | 1 | 1 | -2 | 1.1 | 1 | -8 | 0.8 | . | -7
COc1cccc(NS(=O)(=O)c2ccc3c(c2)n(C)c(=O)c(=O)n3C)c1 | -9 | 1.1 | 1.1 | -6 | 1 | 1 | 9 | 1 | 1.1 | -3
C=CCN1C(=O)S/C(=C/c2ccsc2)C1=O | 8 | 1 | 0.9 | 2 | 0.7 | 1 | 3 | 1 | 1.6 | -2
CCCc1cc(=O)[nH]c(SCC(=O)c2cc(C)n(C3CC3)c2C)n1 | -4 | 1 | 1 | 0 | 0.9 | 0.9 | -4 | 0.9 | 1.3 | -5
CCOC(=O)NC(=O)COC(=O)CNC(=O)c1ccc(OCC)c(OCC)c1 | 4 | 1 | 1 | -4 | 1.1 | 1.1 | 2 | 1.1 | 1.1 | 2
CC(=O)Nc1cccc(S(C)(=O)=O)c1 | -2 | 1 | 1 | -1 | 0.9 | 1 | 2 | 1 | 1.1 | -6
Cc1ncc([N+](=O)[O-])n1CC(=O)NC1CCCCCC1 | -6 | 1.1 | 1.1 | -6 | 1 | 1 | 14 | 1 | 0.99 | -6
CCOC(=O)c1c(C)oc2c(F)c(F)c(F)c(F)c2c1=O | -5 | 1 | 1 | -2 | 1 | 0.9 | . | 0.9 | 1.3 | 10
